Hsp70 inhibitors: Hsp70 inhibitors, probe displacement, primary screen, biochemical, fluorescence polarization (AID 583) | displacement, % at 20 µM; hits with a dose series show IC50 in µM | Hsp70 fluorescence polarization probe displacement, mP; higher % means a stronger effect | Heat shock 70 kDa protein 1A (Homo sapiens) | 140,000 compounds, 0.06% hits; in the data active = displacement above about 50%;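 note: plate controls were vehicle for no effect and reference ligand for full effect; a part of the inactive calls stands beside numbers as strong as those of hits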
MKP-3 inhibition: MKP-3 phosphatase inhibitors, primary screen, biochemical, rat enzyme, in vitro (AID 425) | Dual specificity protein phosphatase 6 (Rattus norvegicus) | recombinant MKP-3 phosphatase activity, fluorescence; higher % means a stronger effect | inhibition, % at 20 µM; hits with a dose series show IC50 in µM | 110,000 compounds, 0.17% hits; in the data active = inhibition above about 50%;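 note: plate controls were vehicle for no effect and reference inhibitor for full effect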
An asterisk follows results filed as active; & = joins results of further samples.

COc1cccc(/C=N/N2CCN(Cc3ccccc3Cl)CC2)c1 was read as Hsp70 inhibitors -1.0% and MKP-3 inhibition -2%.
For N/C(Cc1ccc(Cl)cc1)=N\OC(=O)c1ccccc1 the results were Hsp70 inhibitors 7.7%.
For CCCN(Cc1cc2ccc(C)cc2[nH]c1=O)C(=O)c1ccccn1 the results were Hsp70 inhibitors 1.4% and MKP-3 inhibition -2%.
`COc1ccc2nc(NC3=NCCC3)sc2c1` gave Hsp70 inhibitors 5.2% and MKP-3 inhibition -5%.
Screening CCCn1c(SCC(=O)Nc2cccc(C)n2)nnc1-c1ccco1 returned Hsp70 inhibitors 1.3% and MKP-3 inhibition 1%.
Cc1ccc(NC(=O)CSc2nc3c(c(=O)[nH]2)CCC3)cc1C was read as Hsp70 inhibitors -4.6% and MKP-3 inhibition 6%.
Screening COc1ccc(C(c2nnnn2C2CCCC2)N2CCN(C3CCCC3)CC2)cc1OC (configuration not stated) returned Hsp70 inhibitors 1.3% and MKP-3 inhibition 3%.
`CCOC(=O)C(NC(=O)c1ccccc1)(Nc1nnc(C)s1)C(F)(F)F` (configuration not stated) gave Hsp70 inhibitors -5.0%.
CCCc1c(C)[nH]c2c(OC)cccc2c1=O was read as Hsp70 inhibitors -2.6% and MKP-3 inhibition -7%.
For Cc1c(Cl)cccc1-c1ccc(C(=O)O)o1 the results were Hsp70 inhibitors -2.4% and MKP-3 inhibition -5%.
Screening CN(C)CCCNC(=O)Cc1ccc(Cl)cc1 returned Hsp70 inhibitors -0.3% and MKP-3 inhibition -1%.
[N-]=[N+]=CC(=O)CCCN1C(=O)c2ccccc2C1=O was read as Hsp70 inhibitors 9.6% and MKP-3 inhibition 3%.
Screening O=C(/C=C/c1ccc(-c2ccccc2Cl)o1)c1ccc(F)cc1 returned Hsp70 inhibitors -3.4% and MKP-3 inhibition 6%.
`COc1ccc(NC(=O)CSc2nnc(Cc3cccs3)n2-c2ccc(C)cc2)cc1` gave Hsp70 inhibitors 4.6%.
For O=C(c1ccccc1)c1nc[nH]c1C(=O)Nc1ccccn1 the results were Hsp70 inhibitors -2.4% and MKP-3 inhibition -16%.

Reprinted at random: 6 entries already listed
For N/C(Cc1ccc(Cl)cc1)=N\OC(=O)c1ccccc1 the results were Hsp70 inhibitors 7.7%.
Screening CN(C)CCCNC(=O)Cc1ccc(Cl)cc1 returned Hsp70 inhibitors -0.3% and MKP-3 inhibition -1%.
Screening CCCn1c(SCC(=O)Nc2cccc(C)n2)nnc1-c1ccco1 returned Hsp70 inhibitors 1.3% and MKP-3 inhibition 1%.
For CCCN(Cc1cc2ccc(C)cc2[nH]c1=O)C(=O)c1ccccn1 the results were Hsp70 inhibitors 1.4% and MKP-3 inhibition -2%.
For O=C(c1ccccc1)c1nc[nH]c1C(=O)Nc1ccccn1 the results were Hsp70 inhibitors -2.4% and MKP-3 inhibition -16%.
`COc1ccc(NC(=O)CSc2nnc(Cc3cccs3)n2-c2ccc(C)cc2)cc1` gave Hsp70 inhibitors 4.6%.

The listing continues.
Screening CCCCN(C)CCC(=O)Nc1ccc(OC)cc1OC returned Hsp70 inhibitors 2.5% and MKP-3 inhibition -1%.
`O=C(CN1CCN(c2ccccc2F)CC1)Nc1ccccc1F` gave Hsp70 inhibitors -2.2% and MKP-3 inhibition 5%.
`CC1CCCC(C)N1CC(O)COCc1ccc2c(c1)OCO2` (configuration not stated) gave Hsp70 inhibitors -1.3% and MKP-3 inhibition 1%.
Screening O=C(Nc1cccc2cccc(NC(=O)c3ccco3)c12)c1ccco1 returned Hsp70 inhibitors 3.4% and MKP-3 inhibition -1%.
COc1ccc(-c2nc3cc(NC(=O)COc4ccc([N+](=O)[O-])cc4)ccc3o2)cc1Br was read as Hsp70 inhibitors -2.0% and MKP-3 inhibition 4%.
`COCC(C)NCc1cccc(C)c1` (configuration not stated) gave Hsp70 inhibitors 2.3%.
O=C(CN1CCSCC1)N/N=C/c1ccccc1F was read as Hsp70 inhibitors 3.9%.
Screening O=C(CSc1nnc(-c2ccccc2F)o1)OCc1ccccc1 returned Hsp70 inhibitors 4.5% and MKP-3 inhibition -7%.
Screening Cc1ccc(Nc2cccccc2=O)cc1 returned Hsp70 inhibitors 0.4% and MKP-3 inhibition -2%.
`CS(=O)(=O)N1CCN(Cc2ccccn2)CC1` gave Hsp70 inhibitors 2.1% and MKP-3 inhibition 4%.
Screening COC(=O)c1ccc(NC(=O)CSc2nc(C)cc(=O)[nH]2)cc1 returned Hsp70 inhibitors -6.7%.
For O=C(CSc1n[nH]c(-c2cccs2)n1)NCc1ccc2c(c1)OCO2 the results were Hsp70 inhibitors -5.5%.
CCn1cc(C2=NOC(C(=O)Nc3ccccc3C(=O)OC)C2)c(C)n1 (configuration not stated) was read as Hsp70 inhibitors 4.7% and MKP-3 inhibition 6%.
`O=C1c2ccccc2C(=O)N1CCSc1nnc(-c2ccncc2)n1-c1ccccc1` gave Hsp70 inhibitors 0.3% and MKP-3 inhibition 0%.
CCCc1nc2ccccc2c(C(=O)OCC(=O)c2ccc3c(c2)NC(=O)CO3)c1CC was read as Hsp70 inhibitors 3.7%.
Screening CCN1CCN(c2ncnc3c2cnn3-c2ccccc2)CC1 returned Hsp70 inhibitors -2.8% and MKP-3 inhibition 0%.
Screening COc1ccc(/C=N/Nc2nc(-c3ccc(C)cc3)nc3ccccc23)cc1OC returned Hsp70 inhibitors 6.3% and MKP-3 inhibition 5%.
Screening CCCC(=O)C1=C(C(=O)OC)C(C)(C)C/C1=N/OCC returned Hsp70 inhibitors -2.2% and MKP-3 inhibition 2%.
CCCCNC(=O)c1ccc2c(=O)n(CCCOCC)c(=S)[nH]c2c1 was read as Hsp70 inhibitors -6.3%.
`N#CCc1nc2n(n1)Cc1ccccc1-2` gave Hsp70 inhibitors 1.8% and MKP-3 inhibition 0%.
Screening CC(=O)Oc1ccc2c(c1)c(C(C)=O)c(C)n2-c1ccccc1 returned Hsp70 inhibitors -1.2% and MKP-3 inhibition 2%.
Screening CCC(=O)Nc1nnc(SCC(=O)Nc2ccc(F)cc2)s1 returned Hsp70 inhibitors -2.7% and MKP-3 inhibition 10%.
For COc1ccc(CCNC(=O)/C(=C/c2ccc(C(C)C)cc2)NC(=O)c2ccccc2)cc1OC the results were Hsp70 inhibitors -6.8% and MKP-3 inhibition 2%.
Screening CC(C)CNC(=O)CN(c1cccc(Cl)c1)S(C)(=O)=O returned Hsp70 inhibitors 3.4% and MKP-3 inhibition 2%.
For Cc1oc(-c2ccccc2)cc1C(N)=O the results were Hsp70 inhibitors -0.3%&-3.1% and MKP-3 inhibition -5%&1%.
For Cc1n[nH]c(C)c1S(=O)(=O)NCCc1ccc(Cl)cc1 the results were MKP-3 inhibition 10%.
Screening O=C(Nc1ccc2nc(-c3cccs3)c(-c3cccs3)nc2c1)N1CCOCC1 returned Hsp70 inhibitors 2.0% and MKP-3 inhibition 1%.
`COc1ccc(-c2nn(-c3ccccc3)cc2C(=O)Nc2nc(CC(C)=O)ns2)cc1` gave Hsp70 inhibitors 12% and MKP-3 inhibition -7%.
Screening COCCN1CN=C(Nc2nc(C)c3ccc(C)cc3n2)NC1 returned Hsp70 inhibitors 3.5% and MKP-3 inhibition -2%.
For COCC(=O)N(C)C1(c2nnnn2CCOC(=O)Nc2ccc(Cl)cc2)CCCC1 the results were Hsp70 inhibitors -4.0% and MKP-3 inhibition -7%.
For CC1CC(C)CN(c2nc3c(c(=O)n(C)c(=O)n3C)n2CCSc2ncccn2)C1 (configuration not stated) the results were Hsp70 inhibitors 1.4% and MKP-3 inhibition 5%.
For COc1ccc(NC2=C(C(=O)C(F)(F)F)CCCC2)cc1OC the results were Hsp70 inhibitors -4.2% and MKP-3 inhibition 2%.
For O=C(CSc1nnc(-c2ccc(F)cc2)o1)c1ccc2c(c1)OCCO2 the results were Hsp70 inhibitors -2.9% and MKP-3 inhibition -2%.
N#Cc1nc(Cc2ccccc2)oc1NCCN1CCOCC1 was read as Hsp70 inhibitors 2.7% and MKP-3 inhibition 2%.
CCOC(=O)c1ccc(NC(=O)CSc2nnc(Cn3c(=O)sc4ccccc43)n2C)cc1 was read as Hsp70 inhibitors -7.6% and MKP-3 inhibition 0%.
Screening CCOc1cc(C2NC(=O)NC(C)=C2C(C)=O)cc(Cl)c1OCC(=O)O (configuration not stated) returned Hsp70 inhibitors 9.7%.
`CC12CCC(c3c(CO)nn(-c4ccccc4)c31)C2(C)C` (configuration not stated) gave Hsp70 inhibitors 1.2%.
For Cc1ccc(S(=O)(=O)/N=C(\N)c2ccc(F)cc2)cc1 the results were Hsp70 inhibitors -1.4% and MKP-3 inhibition -2%.
For CC(=O)NC(CCS(C)(=O)=O)C(=O)Nc1cc(Cl)ccc1Cl (configuration not stated) the results were Hsp70 inhibitors 5.8% and MKP-3 inhibition 1%.
For CCOc1ccc(C2C(C#N)=C(N)Oc3cc(C)n(CCN4CCOCC4)c(=O)c32)cc1OCC (configuration not stated) the results were Hsp70 inhibitors -4.7% and MKP-3 inhibition -3%.
Screening O=C(NCc1ccco1)C(c1ccccc1)N(Cc1ccccc1)C(=O)Cn1nnc2ccccc21 (configuration not stated) returned Hsp70 inhibitors 1.7%.
For Cc1cc(=O)n2nc(N3CCCC(C(=O)N4CCN(c5ccccc5)CC4)C3)sc2n1 (configuration not stated) the results were Hsp70 inhibitors 8.6% and MKP-3 inhibition -5%.
For C=CCOC(=O)C1=C(C)NC(SCC(=O)Nc2ccc(C)c(Cl)c2)=C(C#N)C1c1ccco1 (configuration not stated) the results were Hsp70 inhibitors 1.8% and MKP-3 inhibition 3%.
CCN(CC)C(=O)c1sc(NC(=O)c2cccc(F)c2)c(C(=O)OC(C)C)c1C was read as Hsp70 inhibitors 3.5% and MKP-3 inhibition 0%.
Screening O=C1NC(=S)N(c2cccc(Br)c2)C(=O)/C1=C\c1ccc(-c2ccccc2[N+](=O)[O-])o1 returned Hsp70 inhibitors 5.0% and MKP-3 inhibition 8%.

Arranged by heavy-atom count (ascending): four of the compounds above.
For Cc1ccc(S(=O)(=O)/N=C(\N)c2ccc(F)cc2)cc1 the results were Hsp70 inhibitors -1.4% and MKP-3 inhibition -2%.
Screening CCOc1cc(C2NC(=O)NC(C)=C2C(C)=O)cc(Cl)c1OCC(=O)O (configuration not stated) returned Hsp70 inhibitors 9.7%.
For CC1CC(C)CN(c2nc3c(c(=O)n(C)c(=O)n3C)n2CCSc2ncccn2)C1 (configuration not stated) the results were Hsp70 inhibitors 1.4% and MKP-3 inhibition 5%.
For Cc1cc(=O)n2nc(N3CCCC(C(=O)N4CCN(c5ccccc5)CC4)C3)sc2n1 (configuration not stated) the results were Hsp70 inhibitors 8.6% and MKP-3 inhibition -5%.

Following part:
Screening C=C(C)COc1ccccc1/C=C1\N=C(c2cccs2)OC1=O returned Hsp70 inhibitors -2.0% and MKP-3 inhibition 0%.
Screening NC(=O)c1ccc(NC(=O)COc2cccc(Cl)c2)cc1 returned Hsp70 inhibitors -0.3% and MKP-3 inhibition 4%.
`O=C(NCc1ccc2c(c1)OCO2)C1COc2ccccc2O1` (configuration not stated) gave Hsp70 inhibitors 3.3%.
`CCNC(=S)NN=Cc1ccc(OCCOc2ccccc2C)cc1` gave Hsp70 inhibitors 1.2% and MKP-3 inhibition 4%.
For CCOC(=O)c1ccccc1N1C(=O)C=CC1=O the results were Hsp70 inhibitors 1.9% and MKP-3 inhibition 4%.
For COCCNC(=O)C(c1ccc(F)cc1)N(Cc1ccco1)C(=O)CCC(=O)Nc1nccs1 (configuration not stated) the results were Hsp70 inhibitors -1.9% and MKP-3 inhibition -8%.
For FC(F)(F)c1ccc2nnc(-c3ccc(Cl)cc3)n2c1 the results were Hsp70 inhibitors 5.7% and MKP-3 inhibition 5%.
Screening COc1ccc(NC(=O)COc2cc(C)c(Cl)c(C)c2)c(OC)c1 returned Hsp70 inhibitors 1.0% and MKP-3 inhibition -2%.
`Cc1cccc(-c2nc3cc(NC(=O)COc4ccccc4[N+](=O)[O-])ccc3o2)c1` gave Hsp70 inhibitors -1.7% and MKP-3 inhibition 7%.
Screening O=C(Cn1c(=O)oc2ccccc21)NCc1ccco1 returned Hsp70 inhibitors -2.8% and MKP-3 inhibition -2%.
`O=C(COc1cccc(-n2cnnn2)c1)N1CCOCC1` gave Hsp70 inhibitors -1.8% and MKP-3 inhibition 5%.
Screening O=C(OCC#CCSc1nc2ccccc2o1)c1ccco1 returned Hsp70 inhibitors -0.4% and MKP-3 inhibition 1%.
For NC(=O)CC(NC(=O)OCc1ccccc1)C(=O)O (configuration not stated) the results were Hsp70 inhibitors -0.8% and MKP-3 inhibition 1%.
Screening N/C(Cc1ccc(Cl)cc1)=N\OC(=O)c1ccc([N+](=O)[O-])cc1 returned Hsp70 inhibitors -3.3% and MKP-3 inhibition -2%.
Screening CS(=O)(=O)N(Cc1ccccc1)c1ccc(C(=O)Nc2ccc(F)c(Cl)c2)cc1 returned Hsp70 inhibitors -0.3% and MKP-3 inhibition 2%.
CN(C(=S)Nc1ccccc1)c1ccccc1 was read as Hsp70 inhibitors 26% and MKP-3 inhibition 51%*.
`Cc1ccc(-n2ncc(C#N)c2/N=C/N2CCOCC2)cc1` gave Hsp70 inhibitors 6.5% and MKP-3 inhibition -3%.
`CCOc1ccc(C(=O)/C=C/c2ccc(C(=O)OC)cc2)cc1` gave Hsp70 inhibitors 3.7% and MKP-3 inhibition 0%.
`CSC1=N/C(=C\C=C\c2cccs2)C(=O)S1` gave Hsp70 inhibitors -22% and MKP-3 inhibition -13%.

Structures above with bromine:
COc1ccc(-c2nc3cc(NC(=O)COc4ccc([N+](=O)[O-])cc4)ccc3o2)cc1Br was read as Hsp70 inhibitors -2.0% and MKP-3 inhibition 4%.
Screening O=C1NC(=S)N(c2cccc(Br)c2)C(=O)/C1=C\c1ccc(-c2ccccc2[N+](=O)[O-])o1 returned Hsp70 inhibitors 5.0% and MKP-3 inhibition 8%.

An excerpt; rates above refer to the full screens.
